# Screening data: PubChem, National Center for Advancing Translational Sciences (NCATS)
# Pol iota inh: DNA polymerase iota (human) inhibition | AID 588590 | Pol iota fluorescent replication assay, 10 min | Potency, µM (highest dose often 115 µM), for inactives: at the top dose activity, negative = inhibition, usual class: inhibitors | actives 1% (n = 390,000)
#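 Fluorescent replication assay read twice, at 0 min and 10 min after adding 50 nM (final) substrate. Enzyme (10 nM) and compounds were first incubated 15 min at room temperature; enzyme-free buffer wells were negative controls.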
# Pin1 inhibitor: blocks the human prolyl isomerase Pin1. actives 0.009% (n = 390,000). Pin1 FP peptide displacement, HiFluor488, 10 min. Q13526. AID 504891. Potency, µM (top dose mostly 115 µM), without a hit: at the highest dose activity, negative = inhibition, hits mostly inhibitors; active = well fitted inhibition curve with a large enough effect in the polarisation, with a control signal flat, not every such curve was filed as active; inconclusive = small, poorly fitted or top-dose-only effect, or effect the other way, or a change in a side signal; inactive = no such curve, though single readings can be large or run the other way; the % refers to the polarisation; also: % is scaled to controls: 0 for no effect and ±100 for the full control effect
# Target sequence (Q13526 whole entry, looked up): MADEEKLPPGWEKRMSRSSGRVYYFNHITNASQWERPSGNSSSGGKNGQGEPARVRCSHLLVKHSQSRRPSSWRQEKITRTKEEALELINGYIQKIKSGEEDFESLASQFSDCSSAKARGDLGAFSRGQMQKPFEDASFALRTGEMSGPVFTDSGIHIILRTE
# HP1b chromo inh: HP1-beta chromodomain-methylated histone interaction inhibition. P83916. AlphaScreen HP1-beta / biotin-H3K9me3 peptide binding. Potency, µM (titrated, usually from 114 µM), without a hit: at the top dose activity change, negative = inhibition, hits mostly inhibitors. actives 0.56% (n = 390,000); also: nearly all actives have a fitted effect of over 70% in size; inactives centre near 23
#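 HP1-beta protein (50 nM final) preincubated 30 min at room temperature with biotinylated H3(1-18)K9me3 peptide (50 nM) in PBS pH 7.4, 0.01% Tween-20, then compound added for 30 min. AlphaScreen streptavidin donor/nickel chelate acceptor beads (10 ug/mL final), 30 min dark, luminescence read.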
# GLS inh: glutaminase GLS (human) inhibition | O94925 | GLS enzymatic activity, qHTS titration | Potency, µM (highest dose often 45.5 µM), for the others: at the top dose activity change, negative = inhibition, most hits filed as inhibitors | actives 0.21% (n = 410,000) | AID 624170; also: % is scaled to controls: 0 for no effect and ±100 for the full control effect
# Target sequence (O94925 whole entry, looked up): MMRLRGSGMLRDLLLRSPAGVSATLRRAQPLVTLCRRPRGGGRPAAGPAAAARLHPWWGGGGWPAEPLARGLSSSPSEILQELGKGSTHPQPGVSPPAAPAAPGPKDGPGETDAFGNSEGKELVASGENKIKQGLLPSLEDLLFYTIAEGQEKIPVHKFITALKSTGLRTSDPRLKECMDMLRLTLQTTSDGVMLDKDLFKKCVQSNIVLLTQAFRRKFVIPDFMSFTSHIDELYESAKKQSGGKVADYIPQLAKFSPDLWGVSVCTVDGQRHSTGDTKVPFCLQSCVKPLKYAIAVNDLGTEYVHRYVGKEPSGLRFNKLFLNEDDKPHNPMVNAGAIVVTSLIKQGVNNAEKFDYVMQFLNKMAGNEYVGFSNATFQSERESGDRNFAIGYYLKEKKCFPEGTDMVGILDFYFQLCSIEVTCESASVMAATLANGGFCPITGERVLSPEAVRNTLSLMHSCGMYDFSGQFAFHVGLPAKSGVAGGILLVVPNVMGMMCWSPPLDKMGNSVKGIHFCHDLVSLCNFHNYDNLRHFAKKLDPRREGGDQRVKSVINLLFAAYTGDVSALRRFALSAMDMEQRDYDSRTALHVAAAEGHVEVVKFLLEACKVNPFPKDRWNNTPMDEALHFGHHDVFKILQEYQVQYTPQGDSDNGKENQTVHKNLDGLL
#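 Compounds were pin-transferred onto hKGA, after which L-glutamine (1 mM solution) and a detection mix of glutamate oxidase, HRP and Amplex Red were added. Initial and 30 min RT fluorescence reads were collected.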
# JMJD2A Tudor: inhibitors of human JMJD2A Tudor domain; AID 504339; O75164; actives 4.4% (n = 390,000); Potency, µM (titrated, usually from 114 µM), without a hit: at the top dose activity change, negative = inhibition, hits mostly inhibitors; AlphaScreen JMJD2A-Tudor / H3K4me3 peptide binding; also: % is scaled to controls: 0 for no effect and ±100 for the full control effect; nearly all actives have a fitted effect of over 50% in size
# BAZ2B block: inhibitors of human BAZ2B bromodomain | Q9UIF8 | AlphaScreen BAZ2B-H3K14Ac peptide displacement | Potency, µM (series often up to 114 µM), for inactives: at the highest dose activity change, negative = inhibition, usual class: inhibitors | actives 4.4% (n = 360,000); also: % is scaled to controls: 0 for no effect and ±100 for the full control effect; nearly all actives have a fitted effect of over 60% in size
#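 Inhibition is scored as reduced AlphaScreen emission. The BAZ2B/b-H3(5-23)K14Ac complex (50 nM each) in PBS pH 7.4, 0.01% Tween-20 meets compound (up to 110 uM) for 30 min at RT before bead addition.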
# G9a inh: blocks human histone lysine methyltransferase G9a | G9a H3K9 monomethylation, AlphaScreen, 2 h | Potency, µM (series often up to 102 µM), without a hit: at the highest dose activity, negative = inhibition, hits mostly inhibitors | actives 8.8% (n = 350,000); also: % is scaled to controls: 0 for no effect and ±100 for the full control effect; nearly all actives have a fitted effect of over 75% in size
# Target sequence (Q96KQ7 913-1193 limits assumed): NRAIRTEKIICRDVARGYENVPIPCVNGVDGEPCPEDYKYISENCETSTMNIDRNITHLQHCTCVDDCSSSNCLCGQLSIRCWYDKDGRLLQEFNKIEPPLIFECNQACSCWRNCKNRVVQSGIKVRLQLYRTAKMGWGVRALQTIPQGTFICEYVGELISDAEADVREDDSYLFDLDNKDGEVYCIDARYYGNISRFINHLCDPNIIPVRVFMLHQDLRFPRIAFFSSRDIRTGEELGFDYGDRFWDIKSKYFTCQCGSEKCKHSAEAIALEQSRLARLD
#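 Signal arises when biotinylated H3K9 peptide, once monomethylated, bridges streptavidin donor and antibody-captured acceptor beads. Enzyme at 20 nM was preincubated 15 min with test compounds; peptide 500 nM and SAM 20 uM then reacted for 2 h.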
# BLM inh: blocks DNA unwinding by human BLM helicase. P54132. recombinant BLM DNA unwinding, fluorescence dequenching. AID 2528. Potency, µM (highest dose often 56.1 µM), for the others: at the highest dose activity change, negative = inhibition, hits mostly inhibitors. actives 0.2% (n = 350,000);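 also: plate controls were vehicle for no effect and no enzyme for full effect; nearly all actives have a fitted effect of over 35% in size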
# PGK inhibitor: blocks T. brucei phosphoglycerate kinase; AID 602233; P07378; Potency, µM (doses to about 57.5 µM), without a hit: top-dose activity change, negative = inhibition, hits mostly inhibitors; actives 0.043% (n = 380,000); PGK/GAPDH coupled, Kinase-Glo luminescence, 60 min; also: % is scaled to controls: 0 for no effect and ±100 for the full control effect; nearly all actives have a fitted effect of over 60% in size
#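 Luminescent ATP detection (Kinase-Glo Plus) follows a 60-minute room-temperature incubation, with wells lacking PGK as controls. Buffer: 100 mM TEA (pH 7.6), 5 mM MgCl2, 0.01% Tween-20. Coupling enzyme GAPDH (100 nM final) supplies unstable 1,3-BPG in-well.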
# An asterisk follows results filed as active; i = inactive; ? = inconclusive; · = not tested or not shown; & = joins results of further samples; [ ] = remark or other dose. Unless noted, calls follow the shape of the dose curve; as a rule, active = well fitted curve in the direction sought with a large enough effect; inconclusive = small, poorly fitted or top-dose-only effect, or another doubt; inactive = no such curve, though single readings can be large; an effect the other way counts as inactive or inconclusive. Potency is read from the fitted curve at half-maximal effect. Only part of the results is shown. The share of hits here may be higher or lower than overall.
SMILES,Pol iota inh,Pin1 inhibitor,HP1b chromo inh,GLS inh,JMJD2A Tudor,BAZ2B block,G9a inh,BLM inh,PGK inhibitor
COc1ccc(C(O)Cc2nccn2C)cc1 (centres undefined),13.0%,7.3%,44.8%[activator],-0.2%,-2.2%,·,·,·,i
O=C(CSc1cnc2ccccc2n1)NC1CCCC1,7.0%,-0.3%,19.0%,3.2%,-12.6%,4.9%,3.4%[59 µM],-0.4%,-7.4%
N#Cc1cccc(-c2cn(S(=O)(=O)c3ccc(Cl)cc3)nc2N)c1,-3.7%,10.5%,33.7%,-4.7%,4.8%,-0.2%,-5.1%[59 µM],-5.1%,-5.3%
O=S(=O)(c1ccc(Br)c2ccccc12)N1CCCC1,125.5%[activator],-0.9%,99.3%[activator],2.2%,90.9%[activator],35.4%[activator],·,-5.6%,-0.5%
O=C(c1cnn2ccccc12)N(Cc1ccco1)C1CCCC1,-0.5%,-3.1%,20.0%,-2.5%,-35.2%,-3.0%,-21.7%,2.2%,i
COc1cccc(C(=O)Nc2ccc(NC(=O)C3CCCCC3C(=O)O)cc2)c1 (centres undefined),-3.5%,-2.0%,20.6%,1.0%,0.0%,-14.3%,·,-3.0%,4.3%
CCOCCCN(C(=O)c1snc(C(N)=O)c1N)C(C(=O)NC1CCCC1)c1ccc(O)c(OC)c1 (centres undefined),55.7%[activator],9.9%,30.4%,-12.2%,-9.7%,2.3%,27.2%,0.5%,-0.5%
CCN1CCCC1CNC(=O)c1cn(C)c2ccc(S(=O)(=O)N3CCCCCC3)cc2c1=O (centres undefined),9.3%,-2.4%,39.8%,-6.6%,-3.1%,3.9%,28.6%[0.501 µM],-8.6%,9.0%
Cc1oc2ncnc(N3CCCCC3)c2c1C(=O)Nc1cccc(Cl)c1C,17.3%,4.3%,21.7%,-8.1%,-17.5%,0.8%[57.1 µM],-4.3%[59 µM],-3.7%,-8.3%
Cc1cc(C(=O)Nc2ccccc2Cl)n(-c2ccccc2)n1,16.6%,1.1%,44.8%[activator],1.4%,2.7%,3.7%,20.7%,-3.5%,7.5%

# Ordered by SMILES length (smallest number first): part of the list above.
SMILES,Pol iota inh,Pin1 inhibitor,HP1b chromo inh,GLS inh,JMJD2A Tudor,BAZ2B block,G9a inh,BLM inh,PGK inhibitor
O=C(CSc1cnc2ccccc2n1)NC1CCCC1,7.0%,-0.3%,19.0%,3.2%,-12.6%,4.9%,3.4%[59 µM],-0.4%,-7.4%
N#Cc1cccc(-c2cn(S(=O)(=O)c3ccc(Cl)cc3)nc2N)c1,-3.7%,10.5%,33.7%,-4.7%,4.8%,-0.2%,-5.1%[59 µM],-5.1%,-5.3%
COc1cccc(C(=O)Nc2ccc(NC(=O)C3CCCCC3C(=O)O)cc2)c1 (centres undefined),-3.5%,-2.0%,20.6%,1.0%,0.0%,-14.3%,·,-3.0%,4.3%
CCN1CCCC1CNC(=O)c1cn(C)c2ccc(S(=O)(=O)N3CCCCCC3)cc2c1=O (centres undefined),9.3%,-2.4%,39.8%,-6.6%,-3.1%,3.9%,28.6%[0.501 µM],-8.6%,9.0%

# New compounds follow:
SMILES,Pol iota inh,Pin1 inhibitor,HP1b chromo inh,GLS inh,JMJD2A Tudor,BAZ2B block,G9a inh,BLM inh,PGK inhibitor
CCc1ccc(NS(=O)(=O)c2cccs2)cc1,9.5%,1.8%,22.7%,-0.5%,4.3%,-1.3%,-1.3%[12.7 µM],-2.8%,·
Cc1ccc(NC(=O)C2CCN(S(=O)(=O)c3ccc4c(c3)CCCC(=O)N4)CC2)c(Cl)c1,?,14.8%,37.6%,2.0%,-6.5%,4.8%[57.1 µM],-4.3%[59 µM],-1.2%,9.0%
CCn1cc(C(=O)N(C)CC(OC)OC)c(=O)c2cc(S(=O)(=O)N3CCOCC3)ccc21,12.3%,-5.5%,6.7%[57 µM],4.0%,-6.6%,0.4%,46.6%,0.9%,10.5%
CCC(C)C(=O)Nc1ccc(OC)cc1OC (centres undefined),-2.8%,6.2%,13.0%,2.2%,-14.1%,-9.3%,-3.0%[59 µM],-3.8%,-1.1%
Cc1cc(C)c(S(=O)(=O)NCc2cn3c(C)csc3n2)cc1C,0.2%,0.2%,6.9%,3.0%,-9.9%,30.2%[activator],2.3%[2.33 µM],1.2%,-8.1%
CCOC(=O)C1=C(C)NC(C)=C(C(=O)OCC)C1C(=O)OCC(=O)N1CCCCC1C (centres undefined),12.2%,0.9%,45.0%[activator],17.1%,-9.1%,-3.7%,-8.4%[59 µM],·,9.9%
CC(=O)Oc1cccc2c1C(=O)c1c(OC(C)=O)cc(C(=O)O)cc1C2=O,·,?,17.5%,15.8%&15.6%,?,?,3.55µM*,-2.2%&-8.5%,0.1%
COc1ccc(C(=O)Oc2cc(C)[nH]c(=O)c2[N+](=O)[O-])c(OC)c1,?,-9.7%,28.2%,-19.7%,-15.9%,-5.3%,?,-4.8%,-7.3%
N#Cc1cc(-c2ccccc2)cnc1Sc1ccccc1,16.5%,11.1%,252.1%[activator],-3.0%,128.9%[activator],109.6%[activator],3.1%[0.0925 µM],-0.7%,13.8%
O=C(CN1C(=O)COc2ccccc21)NCCc1ccc(Cl)cc1,7.6%,-4.8%,32.4%,7.1%,-8.0%,-1.2%,-0.1%[59 µM],-0.3%,0.7%
COc1ccc(CCN=C(N)NS(=O)(=O)c2ccc(OC)cc2)cc1,4.0%,-2.2%,29.5%,-14.8%,-10.9%,8.0%,16.5%[59 µM],3.1%,-3.1%
CC/C(C)=N\Nc1nc(-c2cc3cc(OC)ccc3oc2=O)cs1,3.2%,-0.8%,78.4%[activator],-1.5%,-1.4%,-6.3%,17.8%[59 µM],-10.4%,-0.2%
N#Cc1c(-c2ccccc2)nc(SCc2nc(N)nc(N3CCCCC3)n2)[nH]c1=O,?,?,?,?,?,-5.9%,2.3%[12.7 µM],-7.3%,4.0%
COc1ccccc1NC(=O)c1ccc2[nH]c(C)cc(=O)c2c1,11.7%,-8.4%,39.8%[activator],-9.5%,-3.3%,3.3%,?,-2.6%,i
O=C(COC(=O)c1ccc(S(=O)(=O)NCc2ccco2)cc1)NCc1ccc(F)cc1,-26.6%,2.5%,32.7%,-3.0%,-16.7%,-2.2%,10.0%[12.7 µM],·,-7.0%
O=C(N/N=C/c1c[nH]c2ccccc12)c1cc(-c2ccccc2)n[nH]1,58.6%[activator],7.9%,-5.6%,2.0%,-31.0%,-37.8%,4.7%[59 µM],-19.2%,i
Cn1c(=O)c2cn(-c3ccc4c(c3)OCCO4)cc2n(C)c1=O,-10.3%,-8.0%,24.7%,-4.5%,4.0%,?,?,-4.4%,4.3%
CCOc1ccc(S(=O)(=O)N2CCCCC2)cc1NC(=O)CN1C(=O)NC(C)(c2ccccc2)C1=O (centres undefined),53.5%[activator],4.3%,-20.6%,-7.3%,-28.6%,3.7%,0.1%,·,-1.0%
COc1ccccc1C1CC(c2c(-c3ccccc3)c3cc(Cl)ccc3[nH]c2=O)=NN1S(C)(=O)=O (centres undefined),-3.1%,46.6%[activator],30.4%,-3.3%,-17.8%,-4.9%,?,-8.5%,i
Cc1ccc(NC2CC(=O)N(Cc3ccccc3)C2=O)cc1 (centres undefined),-3.3%,-0.9%,-7.0%,6.4%,-12.4%,-27.7%,2.8%[2.33 µM],-1.6%,4.8%
Cc1ccc(-n2nc(C)c3c(C)cc(=O)n(CC(=O)Nc4ccc(C(C)C)cc4)c32)cc1,-12.4%,-2.4%,54.4%[activator],-7.5%,-1.3%,5.9%,16.2%[59 µM],-2.4%,-11.3%
COc1cc(C2CC(=O)Nc3c2c(=O)[nH]c2ncnn32)ccc1O (centres undefined),-22.4%,0.9%,25.3%,6.4%,-6.0%,-15.3%,?,-1.1%,i
CCn1cc(S(=O)(=O)c2ccccc2)c(=O)c2cc(F)c(N3CCN(C)CC3)cc21,16.2%,0.2%,51.1%[activator],-13.6%,-20.9%,-0.7%,0.1%,4.5%,-5.7%
COc1ccccc1C(=O)N/C(=C/c1ccc2c(c1)OCO2)C(=O)Nc1cccc(C(=O)O)c1,29.0%,-14.9%,19.4%,-1.7%,-8.7%,-15.7%,2.5%,-1.3%,-0.3%
Cc1ccc(C)c(N2CCN(C(=O)c3ccc(Cn4c(=S)[nH]c5ccc(N6CCOCC6)cc5c4=O)cc3)CC2)c1,50.0%[activator],14.4%,31.3%,-8.3%,-11.0%,?,39.8µM*,-8.2%,-4.9%
O=C(CSCc1ccc([N+](=O)[O-])cc1)Nc1ccc(S(=O)(=O)N2CCCCCC2)cc1,-2.7%,-8.3%,-2.2%,8.2%,-23.6%,-28.2%,?,-7.1%,2.9%
CC(C)(C)NC(=O)/C=C/c1cccc(C(F)(F)F)c1,16.4%,5.7%,57.9%[activator],?,-2.7%,-6.5%,7.2%[59 µM],-3.7%,-12.0%
Cc1cccc(OCC(=O)N(Cc2sccc2C)C2CCS(=O)(=O)C2)c1 (centres undefined),6.2%,1.4%,-2.7%,-3.7%,-17.0%,-2.0%,3.6%[59 µM],-0.3%,·
CN(C1(C)CCS(=O)(=O)C1)S(=O)(=O)c1cccc([N+](=O)[O-])c1 (centres undefined),-13.2%,2.6%,24.4%,-10.9%,0.7%,5.4%,-3.7%,·,i
O=C(COC(=O)c1cccc([N+](=O)[O-])c1)c1ccc(OCc2ccccc2)cc1,13.3%,2.0%,11.9%,0.0%,-3.8%,3.7%,-12.2%[59 µM],1.0%,i
C=CCOC(=O)CSCC(NC(=O)OC(C)(C)C)C(=O)OCC (centres undefined),10.2%,-4.9%,40.1%[activator],2.9%,7.1%,-2.5%,13.8%[59 µM],-1.2%,4.8%
COc1ccccc1-c1nc2c(c(SCc3ccc(F)cc3Cl)n1)Cc1c(CO)cnc(C)c1O2,6.9%,1.4%,32.8%,13.3%,-9.5%,-10.0%,-35.3%[59 µM],-4.5%,4.7%
CCn1cc(C(=O)OCC(=O)c2cc(C)n(-c3cccc(C(F)(F)F)c3)c2C)c(=O)c2ccc(C)nc21,6.7%,57.3%[activator],?,16.3%,?,?,?,-1.1%,8.8%
